# High-throughput results: PubChem, National Center for Advancing Translational Sciences (NCATS)
# D3 ag = agonists of human D3 dopamine receptor; P35462; D3R DiscoveRx beta-arrestin cells, luminescence, 90 min; max activation, %; 0.58% of 410,000 active; AID 652048; in the data active means max activation above about 30%; further: 0% is about no effect; mostly tested at two doses, the higher about 12 µM
#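 Agonist mode: compounds and dopamine controls were applied to plated cells for 90 min at 37 degrees C after an overnight attachment at 1500 cells/well. Luminescent read-out followed 30 - 60 minutes at room temperature with DiscoveRx detection reagent.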
# EPAC2 antag = blocks human EPAC2 exchange factor. Q8WZA2. AID 720708. EPAC2 GEF exchange of Rap1B-BODIPY-GDP, fluorescence. Potency, µM (highest dose often 114 µM), inactives show at the highest dose activity, negative = inhibition, actives largely listed as inhibitors. 0.18% of 360,000 active; further: potency means the concentration at half of the fitted maximal effect; on the % scale 0 is the no-effect control and ±100 the full control effect; nearly all actives have a fitted effect of over 45% in size; many of its hits are not listed in these tables
# Target sequence (Q8WZA2 whole entry, looked up): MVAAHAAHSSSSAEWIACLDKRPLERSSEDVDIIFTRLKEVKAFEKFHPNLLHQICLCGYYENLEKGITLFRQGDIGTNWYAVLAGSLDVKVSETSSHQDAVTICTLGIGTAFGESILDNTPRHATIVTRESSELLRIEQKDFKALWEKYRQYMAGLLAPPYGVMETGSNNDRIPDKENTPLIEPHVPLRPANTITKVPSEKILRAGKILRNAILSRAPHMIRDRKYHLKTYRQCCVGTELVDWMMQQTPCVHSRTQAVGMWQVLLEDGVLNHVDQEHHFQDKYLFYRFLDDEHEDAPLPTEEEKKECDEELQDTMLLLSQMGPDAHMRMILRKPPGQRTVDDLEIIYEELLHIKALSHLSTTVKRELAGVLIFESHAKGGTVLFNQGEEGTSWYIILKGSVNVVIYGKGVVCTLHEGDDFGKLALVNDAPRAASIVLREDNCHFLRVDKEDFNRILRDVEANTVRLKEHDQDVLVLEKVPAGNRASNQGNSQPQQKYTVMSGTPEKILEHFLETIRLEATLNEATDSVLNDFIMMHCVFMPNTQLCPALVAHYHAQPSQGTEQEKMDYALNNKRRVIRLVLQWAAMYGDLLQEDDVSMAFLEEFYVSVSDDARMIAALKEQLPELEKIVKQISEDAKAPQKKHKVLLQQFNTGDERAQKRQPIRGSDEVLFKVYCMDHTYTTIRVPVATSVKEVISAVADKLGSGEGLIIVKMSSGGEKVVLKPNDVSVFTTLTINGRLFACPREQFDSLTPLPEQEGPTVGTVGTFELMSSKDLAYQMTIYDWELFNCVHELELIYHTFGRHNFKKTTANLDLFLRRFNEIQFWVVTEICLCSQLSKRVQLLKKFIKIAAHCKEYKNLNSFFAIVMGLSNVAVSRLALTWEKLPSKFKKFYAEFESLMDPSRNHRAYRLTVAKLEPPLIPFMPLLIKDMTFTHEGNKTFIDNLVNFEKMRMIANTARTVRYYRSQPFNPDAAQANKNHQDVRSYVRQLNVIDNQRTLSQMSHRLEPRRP
# D3 antag = antagonists of human D3 dopamine receptor; D3R cells, DiscoveRx beta-arrestin luminescence, antagonist mode; stronger effect = lower value; max response, negative = inhibition, %; P35462; AID 652054; 2.5% of 360,000 active; in the data active means max response below about -50%; inconclusive means no clear call, values can overlap the other calls; further: on the % scale 0 is the no-effect control and ±100 the full control effect; mostly tested at two doses, the higher about 12 µM
#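 Cells plated overnight at 1500 cells/well, then exposed to library compounds with dopamine controls for 90 minutes at 37 degrees C. DiscoveRx reagent added for 30–60 minutes at room temperature; luminescence read, quantitative HTS format.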
# aSyn yeast inh = alpha-synuclein toxicity inhibition in yeast. Yeast expressing alpha-synuclein, growth rescue, BacTiter-Glo, 24 h. 0.14% of 370,000 active. AID 652106. Potency, µM (top dose mostly 46.1 µM), for inactives: at the top dose growth rescue (activation), hits mostly activators; further: potency means the concentration at half of the fitted maximal effect; % of control where 0% means no effect; nearly all actives have a fitted effect of over 65% in size
#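 Galactose-induced alpha-syn yeast (OD600=0.02, raffinose-pregrown) + pinned cpd, 24 hr, 30 deg C; growth by BacTiter-Glo luminescence. Growth restoration scores as activation.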
# EPAC2 agonist = EPAC2 (human) agonism; Q8WZA2; EPAC2 activation, biochemical qHTS; response scale: 100% = 6.5 mM cAMP response; Potency, µM (titrated, usually from 154 µM), inactives show at the top dose activation, usual class: activators; 0.079% of 360,000 active; AID 720711; further: potency means the concentration at half of the fitted maximal effect; nearly all actives have a fitted effect of over 50% in size
#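 EPAC2 (100 nM) mixed with Rap1B loaded with BODIPY-GDP (250 nM) plus 50 uM unlabeled GDP; compounds pinned in, 5 min RT, then read every 5 min for 30 min (ex 480, em 540 nm). Normalized to cAMP control.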
# TDP-43 yeast inh = rescues yeast growth from TDP-43 toxicity. TDP-43 expressing yeast growth rescue, BacTiter-Glo, 24 h. Potency, µM (highest dose often 46.1 µM), for the others: at the highest dose growth rescue (activation), actives largely listed as activators. 1.8% of 410,000 active. AID 652104; further: potency means the concentration at half of the fitted maximal effect; % of control where 0% means no effect; nearly all actives have a fitted effect of over 50% in size
#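 Growth rescue of TDP-43-toxic yeast measured as ATP luminescence (BacTiter-Glo). Cells grown to mid-log in raffinose, induced in galactose at OD600=0.02, exposed to compound 24 hr at 30 deg C.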
# Abeta yeast res = compounds reversing amyloid beta toxicity in yeast; yeast expressing A-beta42, growth rescue, OD600, 48 h; response scale: 0% DMSO, 100% iron-clioquinol control; 0.063% of 410,000 active; AID 1347071; Potency, µM (doses to about 46.1 µM), for inactives: top-dose growth rescue, most hits filed as activators; further: potency means the concentration at half of the fitted maximal effect; nearly all actives have a fitted effect of over 55% in size
#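 Yeast A-beta toxicity model in growth medium with pinned compounds, 48 h at 30 C; growth read as absorbance at 600 nm. Normalized to FeCl3/clioquinol equimolar mix (positive) and DMSO (negative).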
# FUS suppressor = rescues growth of FUS-expressing yeast | S. cerevisiae FUS-expressing, growth rescue, OD600, 24 h | Potency, µM (highest dose often 76.6 µM), for inactives: at the highest dose growth rescue (activation), usual class: activators | 0.24% of 390,000 active;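 further: potency means the concentration at half of the fitted maximal effect; plate controls were DMSO vehicle for no effect and reference control for full effect; nearly all actives have a fitted effect of over 55% in size; some results filed as inactive show a strong effect at the top dose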
#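 Yeast FUS proteinopathy model; galactose-induced FUS (2%), starting OD 0.005. Cpds in dilution series, 24hr, 30C, 99% humidity. Abs 600 nm growth. Pos ctrl CP55940 (top 92uM final); neg ctrl DMSO.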
# The depositor's hits bear a star; ? = inconclusive; . = no result given; & = joins results of further samples; [ ] = another dose, or the depositor's remark. Unless noted, the call rests on the fitted dose curve; in most records, active means well fitted curve in the direction sought with a large enough effect; inconclusive means small, poorly fitted or top-dose-only effect, or another doubt; inactive means no such curve, though single readings can be large; an effect the other way counts as inactive or inconclusive.
SMILES,D3 ag,EPAC2 antag,D3 antag,aSyn yeast inh,EPAC2 agonist,TDP-43 yeast inh,Abeta yeast res,FUS suppressor
CCc1ccc(-n2nc(C)c3c(C)cc(=O)n(CC(=O)N(CC)Cc4ccccc4)c32)cc1,-13,.,.,.,.,2%,-12%,0%
COc1ccc(/C=N/Nc2nc(-c3ccc(Cl)cc3)cc(C(F)(F)F)n2)cc1OC,2,-7%,46,7%,-5%,?,5%,.
CCc1nnc(NC(=O)CN2CCN(Cc3ccc(C)cc3)CC2)s1,-14,5%,-12,-2%,14%,-11%,-3%,-28%
CCN(CC)c1nc(C(N)=O)cc(-c2ccccc2)n1,15,-4%,4,20µM*,1%,10%,-43%[inhibitor],25%
Cc1ccc(N2C(=O)/C(=C/c3cccnc3)SC2=S)cc1,14,0%,-22,0%,9%,24%,16%,-9%
O=C(CSc1nnc(-c2cccc(F)c2)o1)N1CCOCC1,12,4%,11,0%,11%,-17%,-2%,-15%
COc1ccccc1CN1CCNC(=O)C1CC(=O)NCc1csc(C)n1 (stereo not given),6,4%,10,-6%,7%,-17%,5%,-2%
Cc1ccc(C)c(NC(=O)Nc2cccc(-c3cn4cccnc4n3)c2)c1,4,.,.,-14%,.,11%,-14%,-18%
Cc1nn(C)cc1S(=O)(=O)N1CCN(c2ccccc2F)CC1,5,2%,3,8%,-8%,6%,18%,-2%
O=C1NCCCC2c3c(cc(Br)c(O)c3Br)OC12N1CCCCC1 (stereo not given),-8,-1%,-9,-4%,-2%,-7%,-20%,?
Cc1ncc([N+](=O)[O-])n1CC(=O)Nc1ccccc1,-1,-8%,2,4%,6%,18%,3%,-34%
Fc1ccc(-n2ncc3c(Nc4ccc(Oc5ccc(Cl)cc5)cc4)ncnc32)cc1,-20,.,.,.,.,6%,-6%,-12%
C=CCn1c(N)cc(=O)nc1SCC(=O)N(c1ccccc1)c1ccccc1,3,-2%,-1,-1%,-2%,15%,-6%,21%
COc1ccc(S(=O)(=O)N2CCOCC2)cc1NC(=O)CCc1cc(OC)c(OC)c(OC)c1,-9,1%,?,-7%,10%,4%,0%,8%
Cc1cccc(-c2noc(CCCC(=O)N3CCOCC3)n2)c1,10,4%,32,2%,7%,-2%,16%,13%
Cc1ccc(S(=O)(=O)N(CC(=O)Nc2ccccc2)C(=O)N2CCN(C)CC2)cc1,8,-3%,-1,-3%,0%,2%,6%,12%
O=C(Cc1ccc(S(=O)(=O)N2CCCC2)s1)N1CCN(c2ccccc2)CC1,3,5%,-8,1%,1%,6%,3%,13%
Cc1nnc2ccc(-c3cccc(NC(=O)c4ccco4)c3)nn12,-2,3%,9,1%,-5%,-1%,-7%,18%
COc1ccc(C2C(=O)N(C3CCCCC3)CC(=O)N2Cc2ccco2)cc1 (stereo not given),4,9%,34,-4%,7%,-14%,10%,17%
CCOc1cc(N2CCOCC2)c(OCC)cc1NC(=O)c1ccc2ccccc2n1,10,-9%,53,-1%,5%,27%,7%,-14%
CCCOC(=O)c1cccc(NC(=O)c2cccnc2)c1,-1,-4%,-11,-11%,8%,?,0%,12%
COc1ccc(Cn2ccnc2)cc1Br,0,-3%,-6,0%,5%,8%,16%,-3%
CC(=O)c1cccc(S(=O)(=O)N2CCC(C(=O)NC3CCCC3)CC2)c1,-7,-1%,8,-5%,-3%,-25%,-8%,13%
O=C(c1ccc([N+](=O)[O-])cc1[N+](=O)[O-])N1CCCC1,1,-1%,1,1%,-1%,12%,3%,-21%
CCCS(=O)(=O)N1CCC(C(=O)NCCN(C)Cc2ccccc2)CC1,-4,1%,19,-1%,7%,3%,23%,5%
CCOc1ccc2[nH]cc(C(=O)NCc3ccc(F)cc3)c(=O)c2c1,1,5%,?,-1%,5%,0%,-9%,-9%
COc1cc(/C=N/n2c(C)nc3ccccc3c2=O)ccc1O,0,0%,19,-7%,-3%,11%,-3%,-34%
CCOc1ccc(C(C)=O)cc1CN1C(=O)NC2(CCCCCC2)C1=O,3,0%,1,0%,7%,2%,7%,?
COc1ccc(CNC(=O)CN2CCC(NC(=O)c3ccccc3C)CC2)cc1,1,6%,7,1%,1%,2%,-13%,3%
Cc1ccc(C)c(S(=O)(=O)N2CCN(C(=O)[C@@H](NC(=O)c3ccc(F)cc3)C(C)C)CC2)c1,-2,4%,-12,4%,11%,5%,-16%,33%
Cc1cc(C)c[n+](C2=C([O-])c3ccccc3C(=O)/C2=N\S(=O)(=O)c2cccs2)c1,-4,-5%,4,2%,-7%,8%,8%,-17%
COc1cccc(CNCC2CCCO2)c1 (stereo not given),2,15%,4,2%,3%,18%,-1%,-10%
c1ccc2c(c1)OCCOCCOCCOCCOc1ccccc1OCCOCCOCCO2,2,-5%,4,-4%,8%,17%,-8%,.
CC(C)CCNC(=O)/C=C/c1ccc(Br)cc1,-6,7%,-17,-10%,3%,22µM*,6%,.
COc1ccc(Br)cc1CNC(=O)c1ccc2c(c1)nc1n2CCC(C)C1 (stereo not given),-17,.,.,.,.,3%,-5%,2%
O=c1c2ccccc2nc(-c2ccc(Cl)cc2Cl)n1CCCn1ccnc1,-8,-5%,-3,-2%,-2%,-5%,12%,-2%
O=C(Cn1cnc2ccccc2c1=O)Nc1ccc2c(c1)OCCO2,6,8%[57.1 µM],0,3%,4%,-17%,1%,46%
O=c1c2cccnc2[nH]c(=S)n1CCCN1CCN(c2ccc(F)cc2)CC1,0,6%,-65*,2%,-5%,18%,13%,10%
Cc1ccc(OCc2ccc(-c3nc(C#N)c(N4CCN(c5cccc(Cl)c5)CC4)o3)o2)cc1,-6,.,.,.,.,2%,-27%,-2%
O=C(CSc1nnc2[nH]c(=O)cc(-c3ccccc3)n12)Nc1ccc(F)cc1F,6,.,.,.,.,?,-6%,-15%
O=C(OC1CCOC1=O)C1CCN(S(=O)(=O)c2ccccc2)CC1 (stereo not given),-10,12%,15,0%,2%,12%,-9%,6%
O=S(=O)(Nc1nc2ccccc2nc1NCC1CCCO1)c1cc(Cl)ccc1Cl (stereo not given),-1,-9%,0,19%,2%,?,-8%,18%
COc1ccc2c(c1OC)C(=O)N1C2SC[C@H]1C(=O)NC1CCCC1 (stereo not given in full),10,3%,-4,-10%,-1%,-7%,-12%,19%
CNC(C)C(=O)NC(C(=O)NC(C)C(=O)Nc1cccc2ccccc12)C(C)C (stereo not given),-5,17%,-20,-5%,3%,6%,-8%,-8%
COc1cc2ccccc2cc1C(=O)Nc1ccc(C)cc1,-6,-3%,-8,-3%,11%,8%,-35%,14%
COc1ccc2c(c1)oc(=O)c1c3ccccc3[nH]c21,0,1%,-8,-13%,8%,4%,-11%,-7%
COc1cccc(C2c3[nH]c4ccccc4c3C[C@H]3C(=O)N(CCCOC(C)C)CC(=O)N23)c1 (stereo not given in full),1,-11%,2,3%,-5%,6%,13%,1%
O=C(N/N=C/c1ccc([N+](=O)[O-])cc1)c1c[nH]c2ccccc12,2,-4%,1,8%,14%,3%,4%,-22%
CCOC(=O)CNC(=O)CSc1ccc(-c2nc3ccccc3[nH]2)cn1,6,4%,-6,-4%,-5%,-7%,-10%,10%
O=c1nc(N(c2ccccc2)c2ccccc2)[nH]c(=O)[nH]1,-1,0%,11,-1%,-8%,11%,8%,8%
Cc1cc(NC(=O)c2ccc(S(=O)(=O)Nc3ccccc3)cc2)no1,-5,-7%,-20,4%,12%,-7%,12%,27%
CCN(CC)CCCNC(=O)Cn1nc(N2CCN(c3ccccc3OC)CC2)ccc1=O,-9,.,.,.,.,-17%,-31%,5%
Cc1ccc(-c2nc3ncccc3o2)cc1NC(=O)c1cccs1,-5,9%,-10,-5%,1%,17%,6%,45%
Cc1cccc(-c2nn3c(=O)cc(CN4CCN(C(=O)/C=C/c5ccccc5)CC4)nc3s2)c1,2,.,.,.,.,12%,-12%,21%
COc1ccc(-n2nnnc2SCC(=O)c2ccc(O)c(O)c2)cc1,1,-2%,-7,2%,10%,17%,12%,26%
COc1ccccc1C(CNC(=O)CNC(=O)c1ccccc1Cl)N1CCCC1 (stereo not given),-3,-8%,-8,2%,5%,9%,-11%,-7%
CC(C)(C)[C@@H]1CCC(=O)N(CC[C@H](Sc2ccc(Br)cc2)c2ccccc2)CC1,-22,-22%,0,-4%,4%,1%,-4%,20%
COc1cccc(/C=N/NC(=O)CNC(=O)c2ccc(S(=O)(=O)N3CCOCC3)cc2)c1OC,-12,13%,-26,-6%,10%,-16%,-7%,27%
CC(=O)Nc1ccc(Oc2cc(N)cc([N+](=O)[O-])c2)cc1,-2,8%,0,0%,-4%,13%,5%,-27%
COc1ccc(S(=O)(=O)N2CCOCC2)cc1NC(=O)/C=C/c1ccccc1,-4,-3%,-2,-2%,5%,-7%,-5%,16%

# Whole records as entered above. Order of screens: D3 ag, EPAC2 antag, D3 antag, aSyn yeast inh, EPAC2 agonist, TDP-43 yeast inh, Abeta yeast res, FUS suppressor
# `CCc1ccc(-n2nc(C)c3c(C)cc(=O)n(CC(=O)N(CC)Cc4ccccc4)c32)cc1` in the list: -13, ., ., ., ., 2%, -12%, 0%
# `c1ccc2c(c1)OCCOCCOCCOCCOc1ccccc1OCCOCCOCCO2` in the list: 2, -5%, 4, -4%, 8%, 17%, -8%, .
# `Cc1cc(C)c[n+](C2=C([O-])c3ccccc3C(=O)/C2=N\S(=O)(=O)c2cccs2)c1` in the list: -4, -5%, 4, 2%, -7%, 8%, 8%, -17%

# Continuation:
SMILES,D3 ag,EPAC2 antag,D3 antag,aSyn yeast inh,EPAC2 agonist,TDP-43 yeast inh,Abeta yeast res,FUS suppressor
Cc1ccc(S(=O)(=O)/N=C(/Nc2c(C)n(C)n(-c3ccccc3)c2=O)c2ccccc2)cc1,1,12%,3,0%,-1%,18%,-1%,9%
Cc1ccccc1NC(=O)NCC1CCCO1 (stereo not given),4,15%,-25,-1%,-6%,2%,-7%,8%
COCCNS(=O)(=O)c1ccccc1,6,7%,-25,0%,5%,-20%,9%,26%
COc1ccc2c(CN3CCN(c4ccccc4F)CC3)cc(=O)oc2c1,7,12%,-28,-11%,9%,?,-7%,-20%
COc1ccc(C)cc1Nc1c2c(nc3ccccc13)CCC2,-17&-23,-25%,?,-3%,15%,-19%&-13%,-3%&-26%,28%&-7%

# Some of the compounds tested (hit frequency here may not be typical).
